PME-1 primary: PME-1 (human) inhibition | inhibition, % at 5.9 µM | Q9Y570 | recombinant PME-1, FP-Rh probe fluorescence polarization | actives 0.53% (n = 320,000);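 active means inhibition above the campaign mean of all compounds plus 3 SD, cut at about 26% in these data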;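 further: competitive labeling of PME-1 active site by serine hydrolase directed probe; 0% = PME-1 with DMSO and 100% = wells lacking PME-1 enzyme; inhibitors block probe labeling so polarization falls and inhibition rises; many of its hits are not listed in these tables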
PAFAH1B2 FP inh: PAFAH1B2 (human) inhibition | P68402 | recombinant PAFAH1B2, FP-rhodamine activity probe, fluorescence polarization | inhibition, % at 3.39 µM | actives 1.2% (n = 340,000);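 active means inhibition above the mean of all tested compounds plus 3 SD, cut at about 24% in these data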;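 further: 0% = enzyme with DMSO and 100% = wells lacking PAFAH1B2; many of its hits are not listed in these tables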
Target sequence (P68402 whole entry, looked up): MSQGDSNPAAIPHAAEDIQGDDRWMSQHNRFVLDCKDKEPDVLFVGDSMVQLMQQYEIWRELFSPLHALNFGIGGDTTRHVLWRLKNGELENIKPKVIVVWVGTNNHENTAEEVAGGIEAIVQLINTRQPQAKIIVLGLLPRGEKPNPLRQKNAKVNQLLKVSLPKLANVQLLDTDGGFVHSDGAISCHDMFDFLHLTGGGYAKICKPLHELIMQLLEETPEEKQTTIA
LYPLA2 counter: counter-screen for PME1 inhibitors: inhibitors of human LYPLA2. recombinant LYPLA2, FP-Rh probe fluorescence polarization. actives 0.38% (n = 320,000). AID 2177. O95372. inhibition, % at 5.9 µM;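 active means inhibition above the screen-wide mean plus 3 SD, limit set per campaign, cut at about 26% in these data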;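 further: 0% = LYPLA2 with DMSO and 100% = wells lacking LYPLA2 enzyme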
Target sequence (O95372 whole entry, looked up): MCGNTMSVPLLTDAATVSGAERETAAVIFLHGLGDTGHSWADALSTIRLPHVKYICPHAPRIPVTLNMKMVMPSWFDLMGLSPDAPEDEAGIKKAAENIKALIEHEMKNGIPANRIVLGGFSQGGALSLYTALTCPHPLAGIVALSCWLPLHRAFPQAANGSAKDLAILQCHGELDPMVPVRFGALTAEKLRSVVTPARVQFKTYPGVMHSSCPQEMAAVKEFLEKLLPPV
PAD4 FP inh: inhibitors of human PAD4 | inhibition, % at 6.36 µM | AID 485272 | recombinant PAD4, RCA probe fluorescence polarization | Q9UM07 | actives 0.41% (n = 330,000);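 active means percent inhibition above a cutoff equal to the mean of all tested compounds plus 3 SD, cut at about 15% in these data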;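 further: 0% = PAD4 with RCA probe and DMSO and 100% = probe without PAD4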
LYPLA1 counter: blocks human lysophospholipase 1, a PME1 counter-screen | inhibition, % at 5.9 µM | AID 2174 | recombinant LYPLA1, FP-Rh probe fluorescence polarization | actives 0.16% (n = 320,000) | O75608;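 active means inhibition above the mean of all tested compounds plus 3 SD, set per campaign, cut at about 14% in these data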;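 further: inhibitors block serine hydrolase probe labeling of LYPLA1 so polarization falls; 0% = enzyme with DMSO and 100% = wells lacking LYPLA1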
GSTO1 inh: counter-screen for RBBP9 inhibitors: inhibitors of human GSTO1; AID 1974; P78417; inhibition, % at 5.96 µM; recombinant GSTO1, activity-based probe fluorescence polarization; actives 1.1% (n = 300,000);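 active means inhibition above the campaign mean inhibition plus 3 SD, cut at about 35% in these data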;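 further: 0% = GSTO1-1 with DMSO and 100% = wells lacking GSTO1-1 enzyme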
PREPL inhibitor: human PREPL enzyme inhibition. recombinant PREPL, fluorescence polarization activity-based probe. actives 0.68% (n = 320,000). AID 2751. Q4J6C6. inhibition, % at 5.96 µM; in the data active means inhibition above about 43%;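 further: 0% = enzyme with DMSO and 100% = wells lacking enzyme; many of its hits are not listed in these tables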
PAFAH1B3 inh: inhibitors of human PAFAH1B3. recombinant PAFAH1B3, FP-rhodamine probe, fluorescence polarization. inhibition, % at 3.39 µM. actives 0.28% (n = 340,000);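 active means inhibition above the screen-wide average of all tested compounds plus 3 SD, cut at about 25% in these data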;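 further: 0% = enzyme with DMSO only and 100% = wells lacking PAFAH1B3 protein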
pPAFAH FP inh: inhibitors of human plasma PAF acetylhydrolase (pPAFAH); Q13093; recombinant pPAFAH, FP-rhodamine probe fluorescence polarization; inhibition, % at 3.39 µM; actives 1.5% (n = 330,000);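 active means inhibition above the mean inhibition across the screen plus 3 SD, cut at about 25% in these data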;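 further: inhibitors block binding of the rhodamine activity-based probe so polarization drops; 0% = enzyme with DMSO and 100% = wells lacking pPAFAH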
Target sequence (Q13093 whole entry, looked up): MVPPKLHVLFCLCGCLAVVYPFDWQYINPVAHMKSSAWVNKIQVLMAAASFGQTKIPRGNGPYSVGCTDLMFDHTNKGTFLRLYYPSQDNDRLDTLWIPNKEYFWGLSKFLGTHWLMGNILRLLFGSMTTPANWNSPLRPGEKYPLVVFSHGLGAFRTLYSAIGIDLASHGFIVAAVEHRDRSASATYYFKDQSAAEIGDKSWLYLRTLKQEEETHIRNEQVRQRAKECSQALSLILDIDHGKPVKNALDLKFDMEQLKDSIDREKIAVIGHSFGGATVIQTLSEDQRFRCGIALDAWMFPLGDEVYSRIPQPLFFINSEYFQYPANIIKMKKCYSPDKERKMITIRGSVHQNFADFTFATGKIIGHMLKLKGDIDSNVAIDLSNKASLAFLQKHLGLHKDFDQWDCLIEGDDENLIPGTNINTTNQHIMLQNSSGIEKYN
Numbers without * were called inactive. These rows are one share of the data; rates above refer to the full screens.

Screening COc1ccc(-c2csc(NC(=O)C3CCN(C(=O)c4ccc(F)cc4)CC3)n2)cc1OC returned PME-1 primary 2, PAFAH1B2 FP inh -2, LYPLA2 counter 11, PAD4 FP inh 1, LYPLA1 counter -1, GSTO1 inh 0, PREPL inhibitor 12, PAFAH1B3 inh 12 and pPAFAH FP inh 10.
For CCN(CC)CCCn1c2c(c(SCC(=O)N3CCCc4ccccc43)nc1=O)CCC2 the results were PME-1 primary 0, PAFAH1B2 FP inh 5, LYPLA2 counter -1, PAD4 FP inh 5, LYPLA1 counter -1, GSTO1 inh 2, PREPL inhibitor 19, PAFAH1B3 inh 2 and pPAFAH FP inh -2.
CCCc1cc(=O)oc2cc(C)cc(OC(C)C(=O)NCc3cccnc3)c12 (centres undefined) was read as PME-1 primary 2, PAFAH1B2 FP inh 10, LYPLA2 counter 9, PAD4 FP inh -4, LYPLA1 counter 0, GSTO1 inh 2, PREPL inhibitor -3, PAFAH1B3 inh 8 and pPAFAH FP inh 3.
`COc1ccc(-c2nc3cc(C)ccn3c2NC(=O)c2ccccc2OC)cc1` gave PME-1 primary -2, PAFAH1B2 FP inh 11, LYPLA2 counter 0, PAD4 FP inh -2, LYPLA1 counter 0, GSTO1 inh 0, PREPL inhibitor 7, PAFAH1B3 inh 14 and pPAFAH FP inh 9.
`C#CCN1CC(C)/C(=N/O)CC1C` (centres undefined) gave PME-1 primary -2, PAFAH1B2 FP inh -1, LYPLA2 counter -1, PAD4 FP inh -2, LYPLA1 counter 0, GSTO1 inh 0, PREPL inhibitor -3, PAFAH1B3 inh 7 and pPAFAH FP inh 5.
For O=C(NC1CC(=O)N(c2ccc3c(c2)OCCO3)C1)N1CCCCC1 (centres undefined) the results were PME-1 primary -4, PAFAH1B2 FP inh 2, LYPLA2 counter 6, PAD4 FP inh 4, LYPLA1 counter 0, GSTO1 inh 12, PREPL inhibitor 15, PAFAH1B3 inh 6 and pPAFAH FP inh -1.
`COc1ccc(OC)c(C(=O)CN2C(=O)C(=O)N(C3CCCC3)C2=O)c1` gave PAFAH1B2 FP inh 4, PAD4 FP inh -2, PREPL inhibitor 15, PAFAH1B3 inh 7 and pPAFAH FP inh 2.
For Cc1nnc2n1N=C(c1ccccc1)CS2 the results were PME-1 primary 2, PAFAH1B2 FP inh 9, LYPLA2 counter -4, PAD4 FP inh 3, LYPLA1 counter -1, GSTO1 inh 8, PREPL inhibitor -7, PAFAH1B3 inh 5 and pPAFAH FP inh -2.
Screening COc1ccc(CN(C)C(=O)c2ccccc2Sc2ccccc2C#N)cc1OC returned PME-1 primary 19, PAFAH1B2 FP inh 1, LYPLA2 counter 1, PAD4 FP inh 3, LYPLA1 counter -3, GSTO1 inh 0, PREPL inhibitor 5, PAFAH1B3 inh 2 and pPAFAH FP inh 0.
Screening COc1ccc(C(CC(=O)O)NC(C)=O)cc1OC (centres undefined) returned PME-1 primary -2, PAFAH1B2 FP inh 0, LYPLA2 counter 3, PAD4 FP inh 5, LYPLA1 counter 1, GSTO1 inh -9, PREPL inhibitor 9, PAFAH1B3 inh -1 and pPAFAH FP inh -2.
For N#C/C(=C\c1cccs1)C(=O)NCc1ccco1 the results were PME-1 primary 4, PAFAH1B2 FP inh 0, LYPLA2 counter 0, PAD4 FP inh 2, LYPLA1 counter 2, GSTO1 inh -10, PREPL inhibitor 1, PAFAH1B3 inh 12 and pPAFAH FP inh 5.
For COc1ccc(-c2[nH]ncc2CN(CCO)Cc2cccs2)c(F)c1 the results were PME-1 primary 8, PAFAH1B2 FP inh 0, LYPLA2 counter 11, PAD4 FP inh 0, LYPLA1 counter 3, GSTO1 inh -13, PREPL inhibitor -13, PAFAH1B3 inh -2 and pPAFAH FP inh 10.
Screening O=C(COC(=O)CNC(=O)c1ccccc1)Nc1ccc(F)c([N+](=O)[O-])c1 returned PME-1 primary 0, PAFAH1B2 FP inh -1, LYPLA2 counter -1, PAD4 FP inh -3, LYPLA1 counter -1, GSTO1 inh 2, PREPL inhibitor 4, PAFAH1B3 inh 6 and pPAFAH FP inh 37*.
`Cc1ccc(C(=O)OCC(=O)Nc2cc(S(C)(=O)=O)ccc2Cl)cc1S(=O)(=O)N1CCCCC1` gave PME-1 primary 9, PAFAH1B2 FP inh -3, LYPLA2 counter 2, PAD4 FP inh -4, LYPLA1 counter -3, GSTO1 inh 1, PREPL inhibitor 13, PAFAH1B3 inh 2 and pPAFAH FP inh 20.
Screening CC(C)N(C(=S)Nc1cccc(C(F)(F)F)c1)C(C)c1ccccn1 (centres undefined) returned PME-1 primary 3, PAFAH1B2 FP inh 0, LYPLA2 counter 2, PAD4 FP inh 2, LYPLA1 counter -1, GSTO1 inh 2, PREPL inhibitor -1, PAFAH1B3 inh -7 and pPAFAH FP inh 2.
Screening Cc1c(Cl)c(C(F)(F)F)nn1CC(=O)NN returned PME-1 primary -7, PAFAH1B2 FP inh 9, LYPLA2 counter -8, PAD4 FP inh -3, LYPLA1 counter -1, GSTO1 inh -1, PREPL inhibitor 4, PAFAH1B3 inh -2 and pPAFAH FP inh 3.
Screening CCC(C)NC(=O)c1ccc(CS(=O)(=O)c2ccc(OC)cc2)o1 (centres undefined) returned PME-1 primary -2, PAFAH1B2 FP inh -3, LYPLA2 counter -7, PAD4 FP inh -1, LYPLA1 counter -1, GSTO1 inh -1, PREPL inhibitor -4, PAFAH1B3 inh 2 and pPAFAH FP inh 4.
O=C(NCCNC(=O)c1ccccc1Br)c1cccnc1 was read as PME-1 primary -4, PAFAH1B2 FP inh -7, LYPLA2 counter 0, PAD4 FP inh 2, LYPLA1 counter 3, GSTO1 inh -2, PREPL inhibitor 19, PAFAH1B3 inh 3 and pPAFAH FP inh 0.
For COc1ccc(C(=O)Nc2nc3ccc(S(C)(=O)=O)cc3s2)cc1 the results were PME-1 primary -16, PAFAH1B2 FP inh 6, LYPLA2 counter 9, PAD4 FP inh 3, LYPLA1 counter -1, GSTO1 inh -11, PREPL inhibitor 11, PAFAH1B3 inh 6 and pPAFAH FP inh -2.
COc1ccc(NC(=O)CN(C)CC(=O)c2[nH]c(C)c(C(C)=O)c2C)cc1 was read as PME-1 primary 2, PAFAH1B2 FP inh -1, LYPLA2 counter 4, PAD4 FP inh 2, LYPLA1 counter 2, PREPL inhibitor -1, PAFAH1B3 inh 15 and pPAFAH FP inh 2.
O=S(=O)(c1ccc2c(c1)OCCO2)N1CCc2ccccc21 was read as PME-1 primary 7, PAFAH1B2 FP inh 5, LYPLA2 counter -5, PAD4 FP inh -2, LYPLA1 counter -2, GSTO1 inh 0, PREPL inhibitor 0, PAFAH1B3 inh -4 and pPAFAH FP inh 3.
Screening Cc1sc(N)nc1-c1ccc2c(c1)OCCO2 returned PME-1 primary 0, PAFAH1B2 FP inh 3, LYPLA2 counter 0, PAD4 FP inh 0, LYPLA1 counter 4, GSTO1 inh -4, PREPL inhibitor -3, PAFAH1B3 inh 11 and pPAFAH FP inh 1.
Screening Cn1c(=O)cc(OCCCC(=O)Nc2ccccn2)c2ccccc21 returned PME-1 primary -7, PAFAH1B2 FP inh 4, LYPLA2 counter 4, PAD4 FP inh -1, LYPLA1 counter 1, GSTO1 inh -3, PREPL inhibitor 1, PAFAH1B3 inh 0 and pPAFAH FP inh 2.
For CCO[C@@H]1OC(C(=O)N2CCN(Cc3ccccc3)CC2)=C[C@H](c2coc3ccccc3c2=O)[C@H]1CCCO the results were PME-1 primary 3, PAFAH1B2 FP inh 5, LYPLA2 counter 1, PAD4 FP inh 3, LYPLA1 counter -1, GSTO1 inh 1, PREPL inhibitor -1, PAFAH1B3 inh 9 and pPAFAH FP inh 0.
Screening Cc1nn(C(=O)Cn2ccc([N+](=O)[O-])n2)c(C)c1Cl returned PME-1 primary -4, PAFAH1B2 FP inh -4, LYPLA2 counter 0, PAD4 FP inh 0, LYPLA1 counter 1, GSTO1 inh -1, PREPL inhibitor 3, PAFAH1B3 inh -3 and pPAFAH FP inh 1.
`Fc1ccc(Oc2ccnc(Cl)n2)c(Cl)c1` gave PME-1 primary -7, LYPLA2 counter -1, PAD4 FP inh 2, LYPLA1 counter 1, GSTO1 inh 12, PREPL inhibitor 1 and pPAFAH FP inh -7.
COc1ccc(C(=O)NNC(=O)CSc2nnc(C3CC3)n2C)cc1 was read as PME-1 primary 1, PAFAH1B2 FP inh 6, LYPLA2 counter -3, PAD4 FP inh 0, LYPLA1 counter -3, GSTO1 inh 4, PREPL inhibitor -1, PAFAH1B3 inh 0 and pPAFAH FP inh 3.
CNc1cc([N+](=O)[O-])ccc1OCc1ccccc1 was read as PME-1 primary 7, PAFAH1B2 FP inh 6, LYPLA2 counter -1, PAD4 FP inh 0, LYPLA1 counter 1, GSTO1 inh 0, PREPL inhibitor 15, PAFAH1B3 inh 6 and pPAFAH FP inh 4.
`Cc1ccc(NC(=O)c2cc(N3C(=O)CCC3=O)ccc2N2CCOCC2)cc1` gave PME-1 primary 1, PAFAH1B2 FP inh 3, LYPLA2 counter 5, PAD4 FP inh 0, LYPLA1 counter -3, GSTO1 inh -3, PREPL inhibitor 1, PAFAH1B3 inh 12 and pPAFAH FP inh 5.
For COC(=O)c1c(NC(NC(=O)C(C)(C)C)C(Cl)(Cl)Cl)sc2c1CCC2 (centres undefined) the results were PME-1 primary 10, PAFAH1B2 FP inh 4, LYPLA2 counter -8, PAD4 FP inh -1, LYPLA1 counter -4, GSTO1 inh 0, PREPL inhibitor 11, PAFAH1B3 inh 6 and pPAFAH FP inh 4.
For Cc1cccc(C(=O)Nc2nsc(N)n2)c1 the results were PME-1 primary -1, PAFAH1B2 FP inh 5, LYPLA2 counter 4, PAD4 FP inh 6, LYPLA1 counter 0, GSTO1 inh 14, PREPL inhibitor 0, PAFAH1B3 inh 5 and pPAFAH FP inh 3.
CCOC(=O)N1CCC(N2Cc3cccc(C(=O)Nc4ccc(N(CC)CC)cc4C)c3C2=O)CC1 was read as PME-1 primary -5, PAFAH1B2 FP inh 6, LYPLA2 counter -3, PAD4 FP inh 1, LYPLA1 counter -3, GSTO1 inh 5, PREPL inhibitor 5, PAFAH1B3 inh 7 and pPAFAH FP inh 2.
`COc1ccccc1OCC(=O)NCCSCc1ccc(Cl)cc1` gave PME-1 primary -2, PAFAH1B2 FP inh 17, LYPLA2 counter 1, PAD4 FP inh -2, LYPLA1 counter -3, GSTO1 inh 3, PREPL inhibitor -28, PAFAH1B3 inh 1 and pPAFAH FP inh 7.
`COc1ccc(Cl)cc1NC(=O)CN(C)C(=O)CN1C(=O)NC2(CCCC2)C1=O` gave PME-1 primary -1, PAFAH1B2 FP inh 4, LYPLA2 counter 3, PAD4 FP inh -8, LYPLA1 counter 1, GSTO1 inh -3, PREPL inhibitor 7, PAFAH1B3 inh 0 and pPAFAH FP inh -3.
Cc1c(N2C(=O)/C(=C/c3cccc4ccccc34)SC2=S)c(=O)n(-c2ccccc2)n1C was read as PME-1 primary 6, PAFAH1B2 FP inh 6, LYPLA2 counter 0, PAD4 FP inh 0, LYPLA1 counter -2, GSTO1 inh 5, PREPL inhibitor 27, PAFAH1B3 inh 1 and pPAFAH FP inh 8.
`O=c1[nH][nH]c(C(F)(F)F)c1/C=N/N1CCOCC1` gave PME-1 primary -1, PAFAH1B2 FP inh -1, LYPLA2 counter -5, PAD4 FP inh -4, LYPLA1 counter -2, GSTO1 inh 6, PREPL inhibitor -5, PAFAH1B3 inh 3 and pPAFAH FP inh 1.
Cc1sc(NC(=O)C(C)C)c(C(=O)Nc2ccccc2)c1C was read as PME-1 primary 0, PAFAH1B2 FP inh -2, LYPLA2 counter 3, PAD4 FP inh 4, LYPLA1 counter 1, GSTO1 inh 6, PREPL inhibitor 9, PAFAH1B3 inh 4 and pPAFAH FP inh 5.
